# Screens (PubChem BioAssay)
# GAA glycogen: inhibitors or activators of human alpha-glucosidase glycogen cleavage; 0.38% of 300,000 active; recombinant GAA, glycogen substrate, Amplex Red glucose oxidase fluorescence; Potency, µM (doses to about 76.4 µM), for inactives: top-dose activity change, negative = inhibition, most hits filed as inhibitors; active = well fitted inhibition curve with a large enough effect; inconclusive = small, poorly fitted or top-dose-only effect, or another doubt; inactive = no such curve, though single readings can be large or run the other way;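 note: 0% = full enzyme reaction and -100% = no-enzyme basal signal; the screen sought inhibitors and activators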
#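 Natural-substrate format: glycogen cleavage by 4 nM human enzyme, glucose read by Amplex Red coupling (Ex 573, Em 610 nm). Normalized to enzyme and no-enzyme controls.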
# Starred values were filed as active, the others as inactive; ? = inconclusive; [ ] = remark or other dose. Potency is the fitted concentration of half-maximal effect. Not all compounds are listed. The share of hits here may be higher or lower than overall.
SMILES,GAA glycogen
O=C1NC(=O)C(c2ccc(F)cc2)N1 (centres undefined),2.4%
C=C(C)COc1ccc(-c2nc(N)ncc2-c2ccc(OC)c(OC)c2)c(O)c1,2.8%
CCOC(=O)C1CCN(C(=O)C2CCC(=O)N(CC3CCCCC3)C2)CC1 (centres undefined),-1.6%[76.3 µM]
Cc1cc(Br)cc(Cl)c1OC(=O)c1ccncc1,-1.1%
CCn1cc(CN2CCCC(CNS(=O)(=O)c3cccc4cccnc34)C2)cn1 (centres undefined),-17.9%[76.3 µM]
COc1ccccc1C(=O)NC(=S)Nc1ccccc1N1CCCC1,-1.7%[76.3 µM]
Cc1cccnc1NC(=O)c1cccc(S(=O)(=O)N2CCN(c3ccc(F)cc3)CC2)c1,4.3%[76.3 µM]
CC(C)(C)NC(=O)C(c1ccc(F)cc1)N(C(=O)CCC(=O)Nc1ccccn1)C1CCCC1 (centres undefined),1.5%[76.3 µM]
COc1ccc(C2(C)NC(=O)N(CC(=O)Nc3cccnc3Cl)C2=O)cc1 (centres undefined),-0.6%[76.3 µM]
CCOC(=O)c1c(C)[nH]c(C(=O)N/N=C/c2cc([N+](=O)[O-])ccc2O)c1C,-10.4%
COc1ccccc1Nc1c2c(nc3ccccc13)CCC2,2.8%
CCC(C)NC(=O)c1ccc2c(c1)S(=O)(=O)c1ccccc1C2=O (centres undefined),2.1%[76.3 µM]
Cc1ccc(S(=O)(=O)N(C)S(=O)(=O)c2ccc(C#N)cc2)cc1,-4.9%
CCCCCN(C(=O)CCC(=O)OCC(=O)Nc1ccc(C)cc1F)c1c(N)n(CCCC)c(=O)[nH]c1=O,-0.3%[76.3 µM]
CCC(=O)Nc1ccc(-c2ccc(N3CCC(C)CC3)nn2)cc1,1.2%[76.3 µM]
c1ccc(CNc2nc(-c3ccccn3)nc3ccccc23)cc1,4.9%
CC1CCN(S(=O)(=O)c2ccc(C(=O)Nc3ncccc3O)cc2)CC1,-1.4%[76.3 µM]
O=C(NCc1ccccc1Cl)c1ccc2c(c1)OCO2,-2.4%[76.3 µM]
COc1cccc(C(=O)C2CCCN(C(=O)c3ccccc3Cl)C2)c1 (centres undefined),-10.3%[76.3 µM]
CCC(C)c1ccccc1NC(=O)CN(C)CCOc1ccc(Cl)cc1 (centres undefined),-7.5%
Cc1ccc(C(=O)N/C(=C/c2ccco2)C(=O)N2CCCCC2)cc1,-0.3%
Cc1ccc(C(C)C)c(OCC(=O)Nc2sc3c(c2C#N)CC(C)(C)NC3(C)C)c1,-2.1%[76.3 µM]
O=C1CSC(c2ccccc2)N1Cc1ccccn1 (centres undefined),1.5%
Cc1c(C)c(C)c2[nH]c(-c3ccc4c(c3)OCO4)nc2c1C,-5.5%
Cc1oc2cc3oc(=O)c(CC(=O)O)c(C)c3cc2c1-c1ccccc1,-2.7%

# Arranged by molecular weight (highest first): some entries from above
SMILES,GAA glycogen
CCCCCN(C(=O)CCC(=O)OCC(=O)Nc1ccc(C)cc1F)c1c(N)n(CCCC)c(=O)[nH]c1=O,-0.3%[76.3 µM]
CC(C)(C)NC(=O)C(c1ccc(F)cc1)N(C(=O)CCC(=O)Nc1ccccn1)C1CCCC1 (centres undefined),1.5%[76.3 µM]
Cc1ccc(C(C)C)c(OCC(=O)Nc2sc3c(c2C#N)CC(C)(C)NC3(C)C)c1,-2.1%[76.3 µM]
COc1ccccc1C(=O)NC(=S)Nc1ccccc1N1CCCC1,-1.7%[76.3 µM]
Cc1ccc(S(=O)(=O)N(C)S(=O)(=O)c2ccc(C#N)cc2)cc1,-4.9%

# The list continues:
SMILES,GAA glycogen
OCCCNCc1ccc(N(c2ccccc2)c2ccccc2)cc1,6.9%[76.3 µM]
COc1ccc(C(C(=O)NC(C)(C)C)N(C(=O)CCC(=O)Nc2cc(C)on2)c2cc(C)cc(C)c2)cc1 (centres undefined),-8.8%
CC(=O)N1c2ccc(S(=O)(=O)N3CCCCC3)cc2CC1C(=O)NCc1ccccc1C (centres undefined),-8.8%[76.3 µM]
O=C(O)c1c2c(nc3ccccc13)/C(=C/c1ccccc1[N+](=O)[O-])CCC2,-0.3%
Cc1ccc(-c2nc(S(=O)(=O)c3ccc(C)cc3)c(SCC(N)=O)o2)cc1,-3.2%
COc1cccc(OCc2cc(C(=O)NC(C)c3cnn(C)c3C)no2)c1 (centres undefined),6.7%[76.3 µM]
CC(=O)c1ccc(OCC(O)CN2CCN(S(=O)(=O)c3c(C)cc(C)cc3C)CC2)cc1 (centres undefined),-6.8%
CC(CCC(C)OC(=O)c1ccccc1C(=O)O)OC(=O)c1ccccc1C(=O)O (centres undefined),0.8%
O=C(c1ccc(Oc2ccc([N+](=O)[O-])cc2)cc1)N1CCCCCC1,-7.2%[76.3 µM]
O=C(NC1CCCCC1)C(c1ccncc1)N(C(=O)c1csnn1)c1ccccc1 (centres undefined),8.5%[76.3 µM]
COc1ccc(/C=N/NC2=NS(=O)(=O)c3ccccc32)cc1,-4.1%
CC(C)(C)NC(=O)C(c1cccs1)N(Cc1ccco1)C(=O)c1csnn1 (centres undefined),1.1%
CCC(C)Nc1nc2c(c(=O)[nH]c(=O)n2C)n1CCOc1ccccc1 (centres undefined),-8.4%
CCOc1ccc(C(=O)Cn2cnc3ccccc3c2=O)cc1,-0.8%
COc1ccc(NC(=O)COC(=O)C2C3CC4OC(=O)C2C4C3)cc1 (centres undefined),4.5%[76.3 µM]
Cc1ccccc1CN1CCC(n2nccc2NC(=O)c2ccc3c(c2)OCO3)CC1,0.4%[76.3 µM]
COc1ccc(CN(C)C(=O)c2cccc(NS(=O)(=O)c3ccccc3)c2)c(OC)c1,-7.2%[76.3 µM]
COc1cccc(CN2CCC(n3nccc3NC(=O)C3CC3)CC2)c1,-2.5%[76.3 µM]
O=C1c2ccccc2NC(c2cccc(O)c2)N1c1ccccc1 (centres undefined),-1.0%
CC(=O)Nc1cccc(NC(=O)CCNC(=O)c2ccc(Cl)cc2)c1,6.3%
COc1ccc2nc(NC(=O)c3ccccc3C(=O)O)sc2c1,-0.5%
Cc1ccc(NS(=O)(=O)c2ccc(C(=O)N3CC(C)OC(C)C3)cc2)cc1 (centres undefined),-4.4%[76.3 µM]
COc1cccc(C(C(=O)NC2CCCCC2)N(Cc2ccco2)C(=O)c2ccccn2)c1 (centres undefined),2.9%
O=[N+]([O-])c1ccccc1/C=N/OCc1ccccc1,5.0%[76.3 µM]
CCOC(=O)c1ccc(NS(=O)(=O)c2cc3c(cc2C)NC(=O)CO3)cc1,-11.0%[76.3 µM]

# Some of the entries so far, with each value named:
O=C(NC1CCCCC1)C(c1ccncc1)N(C(=O)c1csnn1)c1ccccc1 (centres undefined)
  GAA glycogen = 8.5%[76.3 µM]
COc1ccc(/C=N/NC2=NS(=O)(=O)c3ccccc32)cc1
  GAA glycogen = -4.1%
CC(C)(C)NC(=O)C(c1cccs1)N(Cc1ccco1)C(=O)c1csnn1 (centres undefined)
  GAA glycogen = 1.1%
CCC(C)Nc1nc2c(c(=O)[nH]c(=O)n2C)n1CCOc1ccccc1 (centres undefined)
  GAA glycogen = -8.4%

# Among those listed so far, these contain a tert-butyl group.
SMILES,GAA glycogen
CC(C)(C)NC(=O)C(c1ccc(F)cc1)N(C(=O)CCC(=O)Nc1ccccn1)C1CCCC1 (centres undefined),1.5%[76.3 µM]
COc1ccc(C(C(=O)NC(C)(C)C)N(C(=O)CCC(=O)Nc2cc(C)on2)c2cc(C)cc(C)c2)cc1 (centres undefined),-8.8%
CC(C)(C)NC(=O)C(c1cccs1)N(Cc1ccco1)C(=O)c1csnn1 (centres undefined),1.1%

# (listing goes on)
SMILES,GAA glycogen
O=C(CSc1nnc(COc2ccccc2)o1)Nc1ccc(F)cc1,-4.1%
O=C(CNC(=O)c1ccco1)OCC(=O)c1ccc([N+](=O)[O-])cc1,3.7%
COc1cc(CC(=O)OCC(=O)N2CC(C)CC(C)C2)cc(OC)c1OC (centres undefined),-1.1%
O=C(O)c1cc(NS(=O)(=O)c2ccc3ccccc3c2)ccc1O,-1.4%
O=C(COc1ccccc1)N1CCN(C(=O)COc2ccccc2)CC1,4.5%
CSCCC(NC(=O)COc1ccccc1)C(=O)N1CCCC(C)C1 (centres undefined),-0.1%[76.3 µM]
Cc1ccc(C(=O)NC(=S)Nc2ccccc2N2CCOCC2)cc1C,-5.8%[76.3 µM]
Cc1ccnc(NC(=O)CCC(=O)N(CC(=O)NCCc2ccccc2)c2ccccc2F)c1,-5.0%
CC(Oc1cc2oc(=O)c3c(c2cc1Cl)CCC3)C(=O)NCC1CCC(C(=O)O)CC1 (centres undefined),-0.7%[76.3 µM]
C=C(C)Cn1c(=O)c2c(nc3n2CCCN3Cc2ccccc2)n(C)c1=O,-3.4%[76.3 µM]
Nc1cccc2c1C(=O)N(CCOc1ccc(F)cc1)C2=O,-13.3%[76.3 µM]
CCOC(=O)C1CCCN(C(=O)C2CCN(S(=O)(=O)c3ccc4ccccc4c3)CC2)C1 (centres undefined),-10.0%[76.3 µM]
COc1ccc(OC)c(CC(=O)N2CCc3cc(OC)c(OC)cc3C2)c1,1.1%
COc1ccc(C(=O)NC(=S)Nc2ccc(S(=O)(=O)Nc3cc(OC)nc(OC)n3)cc2)cc1,-1.6%[76.3 µM]
Cc1ccc(C(=O)Nc2cccnc2)cc1S(=O)(=O)N1CCCCCC1,4.8%[76.3 µM]
Cc1ccc(S(=O)(=O)Nc2ccc3c(c2)C(=O)NC3=O)cc1[N+](=O)[O-],2.4%[76.3 µM]
COc1ccc(Cl)cc1NC(=O)CN1CCN(S(=O)(=O)c2ccc(F)cc2)CC1,0.1%
Cc1nc(SC(C)C(=O)NC2CCCCC2C)c2c(C)c(C)sc2n1 (centres undefined),-0.8%[76.3 µM]
COCCN(CC1CCCN(C2Cc3ccccc3C2)C1)C(=O)c1ccc(C(C)=O)cc1 (centres undefined),-1.7%[76.3 µM]
COc1ccc(NC(=O)c2cc3ccccc3cc2OC)cc1OC,1.3%
Cc1noc(NS(=O)(=O)c2ccc(NC(=O)CC(C)C)cc2)c1C,-10.9%
Cc1cccc(C)c1NC(=O)COC(=O)C1C2CC3OC(=O)C1C3C2 (centres undefined),-1.3%[76.3 µM]
Cc1ccc(F)c(NC(=S)Nc2cccc3ccccc23)c1,-1.7%[76.3 µM]
C/C(=N\NC(=O)c1nnn(-c2nonc2N)c1CN1CCOCC1)c1ccc(CC(C)C)cc1,-3.2%[76.3 µM]
O=C(NCc1ccco1)C1CCN(C(=O)c2ccc(Cl)cc2Cl)CC1,3.9%

# The list continues.
SMILES,GAA glycogen
O=C1C(=O)N(Cc2cccnc2)C(c2cccc([N+](=O)[O-])c2)/C1=C(\O)c1ccc2c(c1)OCCO2 (centres undefined),-2.6%[76.3 µM]
COc1ccc(C(=O)O/N=C(\N)c2ccccn2)cc1,1.9%
Cc1ccc(/C=N/NC(=O)c2nnn(-c3nonc3N)c2CN(C)c2ccccc2)s1,-3.7%[76.3 µM]
C[C@H](NC(=O)c1cc2c(cn1)[nH]c1ccccc12)C(=O)O,0.4%
CCC(C)(C)C1CCC2(CC1)NC(=O)N(CC(=O)N1CCN(S(=O)(=O)c3cc(C)ccc3C)CC1)C2=O (centres undefined),5.6%[76.3 µM]
N#CCCn1cc(CNC2CCC(O)CC2)c2ccccc21 (centres undefined),3.9%
CCN(CC(=O)NCc1ccco1)S(=O)(=O)c1ccc(F)cc1,8.3%[76.3 µM]
N=c1oc2ccc(Br)cc2cc1C(=O)NC1CCCCCC1,-0.8%[76.3 µM]
O=C1/C(=C/c2cccnc2)SC(=S)N1NS(=O)(=O)c1ccccc1,-1.7%
CCOc1cc(Cl)c(S(=O)(=O)NCCCN2CCOCC2)cc1Cl,-6.8%
O=C(NCC(=O)N1CCN(C(c2ccccc2)c2ccccc2)CC1)c1ccc(Br)o1,-0.1%[76.3 µM]
C/C(=N\NC(=O)c1cc(C(C)C)[nH]n1)c1ccncc1,1.3%
Fc1cccc(CNc2ncnc3cc(Cl)ccc23)c1F,-5.4%
CCN1CCN(C(=S)NC(=O)c2cccs2)CC1,-2.6%
CC1Cc2cc(S(=O)(=O)N3CCN(c4ccccc4)CC3)ccc2N1C(=O)C1CC1 (centres undefined),-19.7%[76.3 µM]
Clc1ccc2c(NCc3ccccn3)ccnc2c1,2.1%
O=C(CCNC(=O)c1ccco1)Nc1ccc(F)c(Cl)c1,-7.5%[76.3 µM]
C=CCN(C(=O)c1csnn1)C(C(=O)NCc1ccc(F)cc1)c1ccc(F)cc1 (centres undefined),0.2%
Cc1ccc(S(=O)(=O)N2CCN(C(=O)COC(=O)c3ccc(C(C)(C)C)cc3)CC2)c(C)c1,-14.1%[76.3 µM]
Cc1cc2nc(-c3ccc[nH]c3=O)n(Cc3ccccc3F)c2cc1C,-1.4%
COc1ccc(NC(=O)CSc2nc3c(c(=O)n(C)c(=O)n3C)n2C)c(OC)c1,-9.4%
Cc1occc1-c1nnc(SCC(=O)NC2CC2)n1C,-7.3%[76.3 µM]
Cc1ccc(C(=O)Nc2ccc(N3CCN(C(=O)c4ccco4)CC3)cc2)c(Cl)c1,1.0%
CC(C)(C)NC(=O)C1CCC(CNS(=O)(=O)c2cccc3nsnc23)CC1 (centres undefined),-1.7%[76.3 µM]
COc1cc(/C=N/N2C(C)CCCC2C)cc(OC)c1O (centres undefined),?

# (more compounds)
SMILES,GAA glycogen
CCOc1ccc(S(=O)(=O)N(C)CC(=O)NCc2ccccn2)cc1,1.7%
COc1ccc2cc(C(=O)NCC3CCCO3)[nH]c2c1 (centres undefined),-0.1%
O=C(Nc1ccc(N2CCN(C(=O)c3ccco3)CC2)cc1)c1ccc(Br)cc1,1.3%[76.3 µM]
CCOc1ccc(C(=O)NCC(=O)N2CCN(c3ccccc3O)CC2)cc1,2.2%
CC(C)c1ccc(CN2CCC(Oc3ccc(C(=O)N4CCCC4)cc3)CC2)cc1,-3.0%[76.3 µM]
COc1ccc(CN2CCN(C(C)C(=O)NC(C)c3ccc(F)cc3)CC2)cc1F (centres undefined),1.2%[76.3 µM]
COc1cc(S(=O)(=O)N2CCN(C(=O)c3ccco3)CC2)c(OC)cc1C,4.2%[76.3 µM]
